ERK EGF inh: qHTS Assay for Inhibitors of the ERK Signaling Pathway using a Homogeneous Screening Assay; Stimulation with EGF. HEK293-V1b, EGF-stimulated phospho-ERK AlphaScreen. Potency, µM (highest dose often 11.5 µM), inactives show top-dose activity change, negative = inhibition, most hits filed as inhibitors. 130,000 compounds, 0.41% hits. AID 1454, 2008; active means well fitted inhibition curve with a large enough effect; inconclusive means small, poorly fitted or top-dose-only effect, or effect the other way;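 further: plate controls were stimulated vehicle wells for no effect and unstimulated vehicle basal for full effect; nearly all actives have a fitted effect of over 55% in size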
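V1b-HEK293, 1% FBS o/n; cpd 30 min 37C; EGF 25 nM final, 5 min; lyse 10 min; AlphaScreen beads 5 h RT. Normalized DMSO basal vs EGF max; Hill AC50.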
* marks the source's active call; other numbers are inactive results; u = inconclusive; & = joins results of further samples; [ ] = another dose, or the depositor's remark. Potency means the concentration at half of the fitted maximal effect. Only part of the results is shown; the hit share may differ from the screen's.

SMILES	ERK EGF inh
CN(C)CCOC(=O)CCCCCCCCC(=O)OCCN(C)C	-3%[57.5 µM]
CCOc1ccc(NC(=O)C2CCCN(C)C2)cc1 (stereo not drawn)	-5%[57.5 µM]
O=C(c1cnn2c(C(F)(F)F)cc(-c3cccs3)nc12)N1CCOCC1	2%
CC(=O)Nc1ccc(/C=C/c2ccc3c([N+](=O)[O-])cccc3n2)cc1	-8%
O=C1CC(NC(=O)C(F)(F)F)c2cc3c(cc21)OCO3 (stereo not drawn)	-3%
O=C(c1cccc2ccccc12)N1CCN(c2ccc([N+](=O)[O-])c(N3CCOCC3)c2)CC1	0%
Cc1ccccc1Cn1cc(NC(=O)CCCn2nc([N+](=O)[O-])cc2C)cn1	6%
COc1cccc(CN2CCNC(=O)C2CC(=O)N(C)CCc2ccccn2)c1OC (stereo not drawn)	7%[57.5 µM]
CN(C)S(=O)(=O)c1ccc(NC(=O)CSc2nnnn2C)cc1	15%[57.5 µM]
O=C(O)c1ccccc1/C=N/N1CCN(C2c3ccccc3-c3ccccc32)CC1	u
COC(=O)CCN(C(=O)c1cc([N+](=O)[O-])cc([N+](=O)[O-])c1)c1ccccn1	-3%
C/C(CC(=O)N(C(C)C)C(C)C)=N\NC(=O)COc1ccc(Br)cc1Br	-2%
CCC1CCCCN1C(=O)COc1ccccc1NC(C)=O (stereo not drawn)	-3%
CC(OC(=O)c1ccccc1O)C(=O)Nc1ccc(Cl)cn1 (stereo not drawn)	4%
CC1CCC(C(C)C)C(OC(=O)Cn2c(-c3ccc(Br)cc3)[n+](C)c3ccccc32)C1 (stereo not drawn)	u
CC1(C)Cc2nc(Cl)c(C#N)cc2CO1	5%
CCCCN(CCCC)c1ncnc2nc[nH]c12	4%
CCCc1nc2oc3c(=O)[nH]cnc3c2c2c1CCCC2	-9%
O=C(CCS(=O)(=O)c1ccccc1)Nc1ccc2c(c1)OCO2	-6%
CCCN1CC(CSC)C[C@H]2c3cccc4[nH]cc(c34)C[C@H]21 (stereo partly drawn)	-1%
Cc1cc(NC(=O)/C(C#N)=C/c2ccc(-c3cccc(C(F)(F)F)c3)o2)n(-c2ccccc2)n1	5%
O=C1/C(=C/c2ccc(O)c(O)c2)Oc2cc(O)ccc21	6%[57.5 µM]
CCCCN1C(=O)N(c2nnc(C(C)(C)C)s2)C(O)C1c1ccc(C)cc1 (stereo not drawn)	-1%[57.5 µM]
COCC(=O)N1CCC[C@@]2(CCN(C(=O)Nc3ccccc3)C2)C1	-7%
CCCCCNC(=O)CCn1c(=O)oc2ccccc21	1%
Cc1cc(NC(=O)c2ccc(Cl)cc2)c(C)cc1O	-7%
O=c1[nH]c(Cc2ccc(F)cc2)nc2scc(-c3ccc(F)cc3)c12	-2%
CCOC(=O)c1[nH]c2ccc(OC)cc2c1NC(=S)N1CCN(c2ccccc2)CC1	11%
CCCC(=O)Nc1nc2ccc(S(=O)(=O)N3CCCCC3)cc2s1	12%
O=C(/C=C/c1ccccc1)NC(=S)N1CCSCC1	-4%
O=C(COc1ccccc1Cl)Nc1cc(Cl)ccc1O	-1%
CCOC(=O)Cn1c(=NC(=O)c2cc(-c3cccs3)nc3ccccc23)sc2cc(S(N)(=O)=O)ccc21	2%
Cc1ccc2cc(C3CC(c4ccco4)=NN3C(=O)CCCC(=O)O)c(Cl)nc2c1 (stereo not drawn)	0%[57.5 µM]
Cc1ccc(N/N=C(\C#N)C(=N)N2CCCCCC2)cc1	-3%
Cc1ccc(NC(=O)CN2CCCCC2)c2c1CC(C)(C)O2	-18%[57.5 µM]
O=C(O)CCCC(=O)NNC(=O)c1cccc(Br)c1	4%
COc1ccccc1OCc1ccc(C(=O)NCC(C)C)o1	0%
CCCNC(=O)Nc1cccc(NC(C)=O)c1	-4%[57.5 µM]
Cc1cc(NC(=O)COC(=O)c2ccco2)no1	-5%
NC(N)=NS(=O)(=O)c1ccc(N)cc1	-2%
COc1ccccc1CNc1ncncc1-c1ccc(N(C)C)cc1	20µM*
Cc1ccccc1-c1nc(CN2CCSCC2)c(C)o1	-5%
COc1ccc(CN2CCNC(=O)C2CC(=O)NCCC2=CCCCC2)cc1OC (stereo not drawn)	5%
O=C(Nc1nnc(Cc2ccccc2)s1)c1cccnc1	-6%
COc1cccc(CN2CCN(Cc3c(C)nn(C(C)C)c3C)CC2CCO)c1 (stereo not drawn)	-5%
O=C(COc1ccc(-c2nnc(N3CCCCC3)c3ccccc23)cc1)N1CCCCC1	-5%
COc1ccccc1N=C(C)C1=C(O)CC(c2ccccc2)CC1=O (stereo not drawn)	7%
O=C(CNC(=O)c1ccncc1)N/N=C/c1cc(Br)ccc1OCc1ccccc1	3%[57.5 µM]
COC(=O)c1c(NC(=O)CN2CCC3(O)CCCCC3C2c2ccccc2OC)sc(C)c1C (stereo not drawn)	3%
COc1ccc(COC(=O)NNC(=O)c2ccc(OC)cc2)cc1	6%
CCCCNC(=O)NS(=O)(=O)c1ccc(NC(=O)C(NC(N)=O)C(C)CC)cc1 (stereo not drawn)	2%[57.5 µM]
O=C(O)CCCn1cc(NC(=O)c2ccc(Br)o2)cn1	1%
Nc1cc(=O)nc(SCC(=O)Nc2ccccc2)n1-c1ccccc1	7%
Cc1ccccc1C(=O)NNC1CC(=O)N(c2ccc3c(c2)OCCO3)C1=O (stereo not drawn)	-4%
Nc1ccc2oc3ccccc3c2c1	-7%
Nc1c(-c2ccccn2)cnn1-c1nc(-c2ccc(F)cc2)cs1	1%
CCc1ccc(N(C(C)=O)c2nc(CCl)cs2)cc1	-9%
O=C(NCCc1ccc2c(c1)OCCO2)c1ccccc1F	-3%
CSc1ccccc1NC(=O)Nc1ccccc1Cl	3%[57.5 µM]
COc1ccc(NC(=O)c2nc(C)c(C3(C)CC(c4ccccc4)=NO3)s2)cc1 (stereo not drawn)	-12%[57.5 µM]
Later entries.
SMILES	ERK EGF inh
CC(C)OP(=O)(OC(C)C)C(O)c1ccc2c(c1)OCO2 (stereo not drawn)	0%
Fc1ccc(NC(=S)Nc2nccs2)cc1	5%
O=C(O)CCc1nc2cc(Cl)ccc2n(Cc2ccccc2)c1=O	-8%
CCC1C(=O)Nc2ccccc2N1C(=O)c1ccc(Cl)nc1 (stereo not drawn)	u
CCOc1ccc(NC(=O)CCC(=O)c2ccc(-c3ccccc3)cc2)cc1	0%
COc1ccccc1NC(=O)COc1ccc(Br)cc1CNCCCN1CCOCC1	0%
CC(C)(C)NC(=O)N1CCN(c2nc(-c3ccccc3)ns2)CC1	-8%[57.5 µM]
CCOc1ccc(C(=O)N2CCCC2)cc1	5%
O=c1sc(Nc2ccccc2)nc2ccccc12	2%
Cc1ccc(N2NC(=O)/C(=C/C=C/c3ccco3)C2=O)cc1C	3%
Cc1ccc(CCCOC(=O)C[N+]2(C)CCCCC2)cc1	1%
COc1cccc(OCC(=O)Nc2ccccc2-c2ccccc2)c1	5%
COC(=O)CNC(=O)CSc1nnc2cc(C)c3ccccc3n12	-2%
CC1CC(C)(C)NC(=S)N1CC(=O)NCc1ccc(F)cc1 (stereo not drawn)	5%
CC(=O)N(CN1C(=O)CCC1=O)c1cccc(Cl)c1	-1%
CN(C)CCOC(=O)c1ccc2[nH]c3c(c2c1)CSCC3	u
Cn1c(SCC(=O)Nc2cccc(C(=O)O)c2)nnc1-c1cc2cc(Br)ccc2o1	4%
COc1ccc(CNC(=O)c2ccc(SC)cc2OC)cc1	-9%
Cn1c(=O)c(C(=O)CCl)c(N)n(Cc2ccccc2)c1=O	6%
O=P(c1ccccc1)(c1ccccc1)c1nc(-c2ccccc2)oc1NCc1ccccc1	2%
O=C(O)CCS(=O)(=O)c1ccccc1Cl	-3%
CCN1CCCC1CN(Cc1cc2ccc(C)cc2[nH]c1=O)C(=S)Nc1ccc(OC)cc1 (stereo not drawn)	0%
CCOc1ccc(-c2nnn(CC(=O)NCc3ccc4c(c3)OCO4)n2)cc1	-1%
CNc1nc(OCC#N)nc(N2CCCCC2)n1	-5%
Cc1cc(C)n(Cc2ccc(C(=O)NN)o2)n1	1%[57.5 µM]
Cc1cc(S(=O)(=O)NCC(C)C)ccc1OCC(=O)NCc1ccco1	-34%
COc1cc(/C=C/C(=O)O)cc(S(=O)(=O)Nc2cccc(SC)c2)c1OC	0%
O=C(O)c1ccc(OCc2cn3ccccc3n2)cc1	-14%[57.5 µM]
O=C(Nc1cccc(C(F)(F)F)c1)C(SCCO)c1ccccc1 (stereo not drawn)	-7%
COc1ccc(C(=O)NC(NC(=O)c2ccc(OC)c(OC)c2)c2ccccc2F)cc1OC	5%
COC(=O)c1cc(C(=O)Nc2nnc(CC(C)C)s2)cc([N+](=O)[O-])c1	-6%
COc1ccc(OCC(O)CNC(=O)c2ccc(C)cc2)cc1 (stereo not drawn)	-4%[57.5 µM]
C[C@]1(C(=O)NCCN2CCOCC2)C=C[C@@H](Cc2ccccc2)N1C(=O)c1ccccc1	-9%&16%
CN1CCC[C@@H](CC2c3ccccc3Sc3ccccc32)C1	-9%[25.7 µM]
CN(C)C(=O)[C@]1(C)C[C@H]1[C@H](NC(=O)CNC(=O)[C@@H]1CCCN1C(=O)[C@]1(C)C[C@H]1[C@H](NC(=O)OCc1ccccc1)c1ccccc1)c1ccccc1	-10%
O=C(O)c1cc2cc(Cl)ccc2[nH]1	27%
COc1ccc(-c2ccc(CCC(=O)O)n2NC(=O)c2ccc(O)cc2)cc1	-3%
CCS(=O)(=O)N1CCN(Cc2ccc([N+](=O)[O-])cc2)CC1	-1%
COc1ccc(-n2cc(CNCCc3cscn3)c(-c3ccccc3Cl)n2)cc1	-4%
COc1cc2cc(CN(CCc3ccccc3C)C(=S)NCCCN3CCOCC3)c(=O)[nH]c2cc1OC	-6%[57.5 µM]
CN(C)c1cnn(-c2ccccc2)c(=O)c1Cl	-5%
O=C(O)/C=C\C(=O)Nc1ccc(N2CCN(c3ccc(Cl)cc3)CC2)cc1	-4%
O=C(C(c1ccccc1)c1ccccc1)N1CCN(c2ccccn2)CC1	-12%
O=C(NC1CCCCC1)c1cc(Cl)nc2ccccc12	9%
N#Cc1c(N)sc2c1CCN(CCc1ccccc1)C2	-17%
CC(=O)N/C(=C\c1ccccc1)C(=O)Nc1ccc(O)cc1	2%
CCc1cccc(NC(=O)CN(C)S(=O)(=O)c2cccc3nsnc23)c1	11%
O=C(O)C(Cc1ccccc1-c1ccccc1)C(=O)O	-8%[57.5 µM]
Cc1ccc(NC(=O)C(c2ccc(Cl)cc2)N2CCOCC2)cc1 (stereo not drawn)	-1%
CCN(Cc1ccccc1)Cc1nnnn1Cc1ccccc1	-15%
COc1ccc(N2CCN(C(=O)c3nc4nc(C)cc(C)n4n3)CC2)cc1	2%
O=C(NNC(=S)Nc1ccc(Cl)cc1Cl)C1CC1	-2%
Cc1cc(N2CCCC(C(=O)Nc3cccc4ccccc34)C2)n2ncnc2n1 (stereo not drawn)	10%
Cc1ccc(-c2ccc(CCC(=O)O)n2NC(=O)c2ccc([N+](=O)[O-])cc2)cc1	-8%[57.5 µM]
COc1cc2c(cc1OC)CN(CC(=O)NC(=O)NC(C)(C)C)CC2	0%
Cc1ccc(SCc2ccc(C(=O)Nc3cccnc3)cc2)cc1	2%
Cn1cc(C(=O)NCc2ccc(F)cc2)cn1	6%
CCOc1ccc(/C=C2\SC(=S)N(CC(=O)N(CCO)C(C)(C)C)C2=O)cc1	5%
COc1ccc(C[C@H]2CN3C(=NC[C@@H]3C)N2CCNC(=O)CCC2CCCCC2)cc1	-1%[57.5 µM]
Cc1ccc(-c2nc(NCc3ccco3)c3ccccc3n2)cc1	-5%
Further structures
SMILES	ERK EGF inh
Cc1nc(N)sc1C(=O)N/N=C/c1ccc([N+](=O)[O-])cc1	8%[57.5 µM]
CCC(=O)NCCc1cc2ccc(C)c(C)c2[nH]c1=O	3%
CCN(CC)C(=O)CSc1nnc(-c2ccccc2)c(-c2ccccc2)n1	5%
NC1=NC[C@H](Cc2ccc(O)cc2)N1CC1CCCCC1	-11%[57.5 µM]
C/C(=N\N=C(N)N)c1ccc(Cl)cc1Cl	4%
O=C(NCc1ccc(F)cc1)C(Cc1ccccc1)n1cccc1 (stereo not drawn)	-1%[57.5 µM]
CCCCC1=NN(C(=O)c2cocc2C)C(O)(C(F)(F)F)C1 (stereo not drawn)	2%

Assay outcomes from PubChem BioAssay.
